AmpC inh no detg: AmpC beta-lactamase inhibition without detergent; P00811; AmpC nitrocefin hydrolysis, absorbance 480 nm, 0.0001% Triton; Potency, µM (doses to about 57.1 µM), for the others: at the top dose activity change, negative = inhibition, usual class: inhibitors; actives 0.52% (n = 330,000); AID 485341;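 further: potency means the concentration at half of the fitted maximal effect; plate controls were no compound for no effect and no enzyme for full effect; nearly all actives have a fitted effect of over 20% in size; some results filed as inactive show a strong effect at the top dose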
Target sequence (P00811 whole entry, looked up): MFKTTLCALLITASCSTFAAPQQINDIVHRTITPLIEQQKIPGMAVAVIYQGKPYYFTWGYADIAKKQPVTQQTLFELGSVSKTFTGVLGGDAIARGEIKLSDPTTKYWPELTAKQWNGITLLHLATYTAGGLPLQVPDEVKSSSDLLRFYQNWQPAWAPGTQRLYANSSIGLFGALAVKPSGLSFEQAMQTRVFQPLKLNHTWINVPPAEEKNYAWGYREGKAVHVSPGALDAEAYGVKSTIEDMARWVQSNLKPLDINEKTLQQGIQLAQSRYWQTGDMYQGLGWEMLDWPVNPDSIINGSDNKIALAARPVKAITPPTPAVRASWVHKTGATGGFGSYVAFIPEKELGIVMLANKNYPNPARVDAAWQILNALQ
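AmpC (5.3 nM in the dispensed reagent) in 20 mM phosphate pH 7.0 with 0.01% (detergent screen) or 0.0001% Triton X-100 was preincubated with compounds for 15 min at room temperature. Nitrocefin was then added from an 800 uM solution, and hydrolysis was followed at 480 nm.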
HCMV inh: human cytomegalovirus inhibition; actives 4.5% (n = 410,000); HFF cells, HCMV-luciferase reporter, 72 h; stronger effect = lower value; activity change, negative = inhibition, % at 57.5 µM; in the data active means activity change below about -60%; inconclusive means no clear call, values can overlap the other calls; inactive means above about -39%
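Human foreskin fibroblasts infected with luciferase-reporter HCMV at MOI 1 PFU/cell, compounds at two doses. Luciferase measured 72 h post infection; normalized to buffer-only basal and Salinomycin (10uM) controls.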
Tb PYK inh: T. brucei pyruvate kinase inhibition. Potency, µM (highest dose often 76.8 µM), for inactives: top-dose activity, negative = inhibition, hits mostly inhibitors. TbPYK enzyme, Kinase-Glo Plus ATP luminescence, 45 min. Q57TT1. actives 0.12% (n = 410,000). AID 624173; further: potency means the concentration at half of the fitted maximal effect; nearly all actives have a fitted effect of over 50% in size
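Quantitative HTS: titrated library compounds versus trypanosomal pyruvate kinase in TEA buffer (pH 7.2) containing KCl, MgCl2, BSA and Tween-20. Reactions were initiated with ADP, 130 uM final. Kinase-Glo Plus luminescence was read after 45 min at RT.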
AmpC inh detg: AmpC beta-lactamase inhibition with detergent present. AmpC hydrolysis of nitrocefin, absorbance 480 nm, 0.01% Triton. Potency, µM (series often up to 114 µM), for the others: at the top dose activity change, negative = inhibition, actives largely listed as inhibitors. actives 0.041% (n = 370,000). AID 485294;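 further: potency means the concentration at half of the fitted maximal effect; 0% = no-compound wells and -100% = no-enzyme wells; nearly all actives have a fitted effect of over 25% in size; some results filed as inactive show a strong effect at the top dose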
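20 mM phosphate pH 7.0 + 0.01% (detergent screen) or 0.0001% Triton X-100; 5.3 nM AmpC reagent; cpd preinc 15 min RT; nitrocefin (800 uM stock) to start; A480 q20 s × 4 min; Activity was normalised to no-enzyme and no-compound control wells.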
AMA1 RON2 block: AMA1-RON2 (P. falciparum) interaction inhibition; AlphaScreen AMA1-biotinylated RON2 peptide binding; actives 0.2% (n = 360,000); AID 720542; Potency, µM (highest dose often 58.2 µM), for the others: top-dose activity change, negative = inhibition, actives largely listed as inhibitors;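 further: potency means the concentration at half of the fitted maximal effect; 0% = vehicle wells and -100% = peptide control; nearly all actives have a fitted effect of over 45% in size; some results filed as inactive show a strong effect at the top dose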
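AMA1 (3D7) with his tag at 25 nM final met compounds first, then biotinylated RON2 peptide at 25 nM; detection used donor plus acceptor beads, 10 µg/mL apiece, read by AlphaScreen after 30 min at room temperature.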
LmPK inhibitor: inhibitors of Leishmania mexicana pyruvate kinase; purified LmPK, Kinase-Glo ATP luminescence, 1 h; Q27686; Potency, µM (titrated, usually from 57.5 µM), without a hit: at the top dose activity change, negative = inhibition, actives largely listed as inhibitors; actives 0.37% (n = 290,000); further: potency means the concentration at half of the fitted maximal effect
Target sequence (Q27686 whole entry, looked up): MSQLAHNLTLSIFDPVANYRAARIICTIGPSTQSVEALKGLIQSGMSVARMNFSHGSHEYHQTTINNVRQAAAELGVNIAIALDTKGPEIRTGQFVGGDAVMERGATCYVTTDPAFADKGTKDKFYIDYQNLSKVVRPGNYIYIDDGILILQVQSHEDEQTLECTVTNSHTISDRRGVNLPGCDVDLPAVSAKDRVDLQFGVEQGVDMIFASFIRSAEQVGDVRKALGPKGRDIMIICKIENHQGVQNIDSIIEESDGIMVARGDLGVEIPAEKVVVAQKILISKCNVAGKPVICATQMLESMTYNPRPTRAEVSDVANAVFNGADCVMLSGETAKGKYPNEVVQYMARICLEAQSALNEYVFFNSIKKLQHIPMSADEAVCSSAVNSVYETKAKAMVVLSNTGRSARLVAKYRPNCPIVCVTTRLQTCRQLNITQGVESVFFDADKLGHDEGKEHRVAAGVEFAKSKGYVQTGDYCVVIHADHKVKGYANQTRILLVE
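Pyruvate kinase activity monitored as ATP production (luciferase luminescence). Conditions: 0.1 nM enzyme, 0.5 mM PEP, 0.1 mM ADP, 1 h, RT; normalized against uninhibited and no-enzyme wells.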
HCV inhibitor: inhibitors of hepatitis C virus infection; Huh7.5.1 HCVcc-Cre infection, luciferase reporter, 44 h; Potency, µM (series often up to 41.8 µM), for inactives: at the highest dose activity change, negative = inhibition, hits mostly inhibitors; actives 3.4% (n = 340,000); AID 651820; further: potency means the concentration at half of the fitted maximal effect
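1,000 cells/well; 4 h culture; + compound; + HCVcc-Cre (~0.5 moi); 44 h; luciferase substrate, RT 15 min; read 15 sec.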
* = called active by the depositor; ? = inconclusive; nt = no result given; [ ] = dose if it differs, or a comment. Unless noted, the call rests on the fitted dose curve; in most records, active means well fitted curve in the direction sought with a large enough effect; inconclusive means small, poorly fitted or top-dose-only effect, or another doubt; inactive means no such curve, though single readings can be large; an effect the other way counts as inactive or inconclusive. Unless noted, on the % scale 0 is the no-effect control and ±100 the full control effect.

cpd	SMILES	HCMV inh	HCV inhibitor	LmPK inhibitor	AmpC inh detg	AmpC inh no detg	Tb PYK inh	AMA1 RON2 block
1	CS(=O)(=O)NCCSCc1ccc(Cl)cc1	101.5	18.9%	-5.2%	-6.2%	-17.3%	0.1%	2.2%
2	CCOC(=O)c1ccccc1NC(=O)NCc1c(-n2cccc2)sc2c1CCCC2	-35.5	nt	nt	-2.6%	nt	3.1%	nt
3	CC1=CC(=C(C#N)c2nc3ccccc3s2)C=C(C)N1Cc1ccco1	57.7	?	2.7%	-0.4%	-15.0%	-7.9%	24.4%
4	c1ccc(CN(Cc2ccco2)C(c2ccncc2)c2nnnn2C2CCCC2)cc1 (stereo not drawn)	-11.1	4.2%	1.4%	-0.5%	-25.8%	-19.7%	-8.6%
5	CCN(C(=O)c1cc2c(=O)[nH]c3ccc(C)cc3c2s1)c1ccccc1C	?	?	10.1%	7.4%	-25.9%	2.6%	6.0%
6	Nc1ccc2c(c1)C(=Cc1cccnc1)c1ccccc1-2	41.8	?	nt	nt	nt	-0.6%	20µM*
7	N#Cc1cc2c(=O)n3ccccc3nc2n(-c2nnc(SCc3ccccc3F)s2)c1=O	-3.2	nt	nt	8.5%	nt	-2.3%	nt
8	CCOc1ccc(C)cc1S(=O)(=O)Nc1cccnc1	21.7	15.8%	nt	nt	nt	-10.7%	-1.6%
9	Cc1cc(C)cc(N(CC(=O)NCc2ccccc2Cl)S(=O)(=O)c2c(C)noc2C)c1	-4.2	nt	nt	-0.3%	nt	-5.1%	nt
10	COC(=O)C(Cc1c[nH]c2ccccc12)NC(=O)CCNC(=O)c1ccco1 (stereo not drawn)	-1.3	nt	nt	nt	nt	-0.7%	12.4%

Entries of single compounds as entered above:
N#Cc1cc2c(=O)n3ccccc3nc2n(-c2nnc(SCc3ccccc3F)s2)c1=O across the screens: HCMV inh = -3.2; HCV inhibitor = nt; LmPK inhibitor = nt; AmpC inh detg = 8.5%; AmpC inh no detg = nt; Tb PYK inh = -2.3%; AMA1 RON2 block = nt
CC1=CC(=C(C#N)c2nc3ccccc3s2)C=C(C)N1Cc1ccco1 across the screens: HCMV inh = 57.7; HCV inhibitor = ?; LmPK inhibitor = 2.7%; AmpC inh detg = -0.4%; AmpC inh no detg = -15.0%; Tb PYK inh = -7.9%; AMA1 RON2 block = 24.4%
COC(=O)C(Cc1c[nH]c2ccccc12)NC(=O)CCNC(=O)c1ccco1 (stereo not drawn) across the screens: HCMV inh = -1.3; HCV inhibitor = nt; LmPK inhibitor = nt; AmpC inh detg = nt; AmpC inh no detg = nt; Tb PYK inh = -0.7%; AMA1 RON2 block = 12.4%

Following part.
cpd	SMILES	HCMV inh	HCV inhibitor	LmPK inhibitor	AmpC inh detg	AmpC inh no detg	Tb PYK inh	AMA1 RON2 block
11	CCc1ccccc1NC(=O)Nc1ccc2c(c1)N(CC)C(=O)c1ccccc1S2	-84.0*	nt	nt	0.7%	nt	-4.1%	nt
12	CCCCn1c(N)c(N(CCOC)C(=O)CN(C)S(=O)(=O)c2ccc(Cl)cc2)c(=O)[nH]c1=O	26.3	21.9%	-1.3%	5.6%	-3.2%	-0.7%	5.0%
13	Cc1nc2ccccc2c(=O)n1/N=C/C=C/c1ccccc1	-26.3	-6.0%	-3.1%	0.2%	-2.5%	4.2%	15.2%
14	CN1CCN(c2nc(-c3ccc(Cl)cc3)nc3ccccc23)CC1	66.6	-26.0%	0.0%	-3.3%	-5.7%	-2.8%	-1.3%
15	CC(=O)c1cc(-c2ccccc2)n(CC(=O)NCc2cccs2)c1C	16.7	29.6%	-1.7%	?	-11.3%	-6.4%	-24.2%
16	CCN1CCN(c2ccc(NC(=O)c3cccnc3)cc2Cl)CC1	-6.1	-8.2%	1.2%	-8.6%	-21.7%	1.9%	-17.8%
17	Fc1cccc(Cc2c(-c3ccco3)nc3c(Cl)cc(C(F)(F)F)cn23)c1	28.9	nt	nt	nt	nt	-28.3%	-0.9%
18	COc1cccc(C(O)c2ncc(-c3ccccc3Cl)[nH]2)c1 (stereo not drawn)	47.3	nt	nt	nt	nt	-5.2%	-21.6%
19	C[C@H](CO)N1C[C@H](C)[C@@H](CN(C)S(C)(=O)=O)Oc2ccc(NC(=O)NC3CCCCC3)cc2C1=O	-37.0	31.9%[activator]	nt	nt	-15.9%	-0.8%	-8.0%
20	O=C(NCC(c1cccnc1)N1CCOCC1)C(=O)Nc1ccc(F)cc1 (stereo not drawn)	37.1	nt	nt	4.9%	nt	5.4%	nt
21	CCOC(=O)N1CCC(Nc2c(OCC)c(=O)c2=O)CC1	7.1	15.3%	7.3%	-12.7%	-3.2%	-0.8%	-4.6%
22	CC(C)(C)CC(=O)Nc1ccc(Nc2ccccc2)cc1	118.5	2.0%	5.8%	-13.4%	-26.7%	-5.4%	-16.6%
23	O=C(Cc1ccc(S(=O)(=O)N2CCOCC2)s1)N1CCN(S(=O)(=O)c2cccc(Cl)c2)CC1	-32.4	-5.7%	nt	-10.4%	121.2%[activator]	-39.7%	-5.2%
24	COC(=O)c1cc(Cl)c(NS(=O)(=O)c2ccccc2)cc1OC	-34.6	?	-8.5%	-9.1%	-29.7%	2.3%	-14.3%
25	CCC(=NNS(=O)(=O)c1ccc(C)cc1)c1ccccc1	-19.7	nt	nt	nt	nt	2.7%	4.7%
26	CNC(=O)C1CCC(Cn2c(=O)c3sccc3n(CC(=O)N3CCCC3)c2=O)CC1 (stereo not drawn)	-12.3	nt	nt	-7.0%	nt	-1.2%	nt
27	COc1ccc(OCCOC(=O)CNC(=O)c2ccc(Cl)cc2Cl)cc1	-24.0	1.6%	nt	6.8%	5.3%	10.5%	-16.0%
28	O=C(C[n+]1ccccc1)Nc1nc2ccccc2s1	-9.8	14.7%	2.4%	-1.8%	-9.0%	-0.5%	4.2%
29	CC(C)(C)c1ccc(COC(=O)CNC(=O)CNC(=O)Cc2ccccc2)cc1	19.6	10.4%	0.2%	-2.5%	22.0%	-2.5%	2.1%
30	COc1ccc(-c2nsc(C(=O)N(c3ccc(F)cc3)C(C(=O)NC3CCCC3)c3ccc(OC)cc3)c2N)cc1 (stereo not drawn)	-1.1	4.6%	-5.6%	1.7%	-17.6%	-1.2%	-13.9%
31	Cc1cc(N2CCN(C/C=C/c3ccccc3)CC2)n2ncnc2n1	-91.3*	?	5.9%	-6.6%	101.8%[activator]	0.5%	5.0%
32	COc1ccccc1NC(=O)CSc1nnnn1-c1ccc(C(=O)O)cc1	-22.2	27.4%	0.9%	7.1%	-21.3%	-26.1%	6.9%
33	O=C(COC(=O)CCCNC(=O)c1ccc(Cl)cc1)NCc1ccccc1Cl	-10.1	16.1%	12.3%	-1.8%	81.4%[activator]	0.7%	-10.2%
34	CC(C)c1nnc(NC(=O)c2cccnc2)s1	57.1	24.8%	0.6%	-1.3%	-5.8%	4.0%	-18.0%
35	CC(C)C[C@H](NC(=O)N1c2ccccc2NC(=O)[C@@H]1C(C)C)C(=O)N[C@@H](Cc1ccccc1)C(=O)O	-6.4	-31.1%	-9.3%	-8.2%	-40.5%	5.5%	-8.0%
36	CCOc1ccc(CC(=O)Nc2cccc(-c3nc4cccnc4s3)c2C)cc1	-33.7	nt	nt	18.9%	nt	1.1%	nt
37	Cc1onc(-c2ccccc2)c1C(=O)Nc1nnc(CC(C)C)s1	-37.7	7.0%	7.0%	-12.3%	4.0%	7.5%	2.3%
38	O=C(Nc1ccc(Cl)cc1)C1Cc2c(-c3cccc(F)c3)ccnc2O1 (stereo not drawn)	-13.6	nt	nt	nt	nt	-0.1%	-5.0%
39	CC(C)(C)OC(=O)N1CCC(c2c(C(=O)NCc3ccccc3)cnn2-c2cccc(F)c2)CC1	-12.1	nt	nt	1.3%	nt	3.8%	nt
40	Cc1ccc(NC(=S)Nc2ccc(S(=O)(=O)Nc3ncccn3)cc2)cc1Cl	nt	nt	22.0%	10.1%	-28.2%	nt	nt
41	CC(C)(C)c1ccc(N/N=C(\C#N)S(=O)(=O)C(C)(C)C)cc1	?	?	-3.0%	-5.1%	-21.3%	-13.8%	-5.0%
42	CCc1cccc(CC)c1C(O)c1cccnc1 (stereo not drawn)	-28.8	7.6%	5.2%	-0.3%	-43.4%	3.8%	14.0%
43	O=C(c1ccc(=O)oc1)N1CCCc2ccccc21	-32.6	24.9%	20.4%	?	-23.6%	-6.5%	?
44	CC(=O)Nc1ccc(C(=O)CSc2nnc(C)o2)cc1	23.8	7.5%	-6.5%	?	-13.7%	-2.5%	-1.1%
45	O=C(OCc1cn([C@@H]2CN(CC3CCCCC3)[C@@H](c3ccc(Cl)cc3)C[C@H]2O)nn1)c1ccccc1	-9.7	nt	nt	nt	nt	2.7%	8.1%
46	O=C(Nc1cccnc1Cl)c1cc(-c2ccc(Br)cc2)on1	20.5	4.8%	-6.9%	1.6%	-2.3%	-7.3%	-3.7%
47	O=C(O)c1cccc(CN2C(=O)S/C(=C/c3cccc([N+](=O)[O-])c3)C2=O)c1	-0.8	-4.3%	2.6%	-1.4%	-22.4%	-1.7%	-11.8%
48	CC1CCN(C(=O)COC(=O)c2cc3ccccc3cc2O)CC1	21.8	4.9%	1.2%	-10.3%	2.8%	-1.8%	-14.3%
49	COC(=O)c1ccc(COc2cc(O)c3c(c2)OC(C)(C)CC3=O)cc1	-7.9	-26.2%	8.6%	3.4%	-7.5%	-6.7%	1.1%
50	Cc1cc(NS(=O)(=O)c2ccccc2)c([N+](=O)[O-])cc1C	30.3	13.7%	-0.1%	-0.6%	-24.6%	-8.1%	-20.5%
51	Cc1ccccc1/C=N/N1CCN(c2ccccc2)CC1	97.1	20.4%	4.9%	-1.5%	-11.2%	4.6%	?

Entries by screen from the entries so far.
HCMV inh for entries 41 to 48 → ?, -28.8, -32.6, 23.8, -9.7, 20.5, -0.8, 21.8
AmpC inh no detg for entries 41 to 48 → -21.3%, -43.4%, -23.6%, -13.7%, nt, -2.3%, -22.4%, 2.8%

Source: PubChem BioAssay

Hits appear at their usual frequency; about 7.5% have a hit in one of these screens.
